LGR2 antag: Drosophila LGR2 receptor signaling inhibition. HEK293 LGR2, CRE-luciferase, bursicon-stimulated, 4 h. inhibition, % at 9.99 µM. hit rate 0.35% among 380,000. AID 720647;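 active means drop in luminescence signal, shown as inhibition above about 50% in the replicate tests, limit read from the data, passing the limit was not always enough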;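 further: agonist challenge used bursicon conditioned medium at about half maximal strength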
FN deposit inh: fibronectin deposition inhibition. hit rate 0.086% among 350,000. AH1F fibroblasts, Alexa488-fibronectin deposition fluorescence, overnight. inhibition, % at 12.6 µM;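 active means mean inhibition across replicates of 30% or more, regardless of how many single replicates reach that level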;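 further: positive control wells lacked labelled fibronectin entirely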
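Material: AH1F fibroblast monolayer depositing Alexa488-labelled fibronectin into matrix | Input: 10000 AH1F cells/well | Medium: DMEM plus 2% serum, read in PBS | Reagent: Alexa488-fibronectin, 24 nM final in well | Compound dosing: One dose per compound, pinned | Schedule: 1 h adhesion, overnight exposure | Measured by: Fluorescence at 485 nm excitation, 525 nm emission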
An asterisk follows results filed as active; & = joins results of further samples.

Values run as follows: LGR2 antag, FN deposit inh
1) O=C(O)Cc1sc(N/N=C\c2ccccc2)nc1-c1ccccc1
 : -41, 2
2) Cc1nnc(SCc2ccc(C(=O)Nc3cc(Cl)ccc3C)cc2)s1
 : -18, 7
3) Cc1nn(Cc2c(F)cccc2Cl)c(C)c1NC(=O)C1CC1
 : -14, 7
4) O=C1CC(c2ccco2)CC(O)=C1C=NCCN1CCN(C(=O)Nc2ccc(Cl)cc2)CC1 (centres undefined)
 : -9, -1
5) O=c1c2cn[nH]c2[nH]c(=S)n1-c1cccc2ccccc12
 : 20, 1
6) CC1CCN(S(=O)(=O)N2CCC(C(=O)O)CC2)CC1
 : 2, -4
7) C/C(=N/NC(=O)c1cnccn1)c1cccs1
 : -14, -1
8) O/N=C1/C2C3C(Br)C4C5CC(C1C53)C24 (centres undefined)
 : 39, 5
9) COc1ccc(N2CCN(C(=O)c3ccc(C)cc3)CC2)c([N+](=O)[O-])c1
 : 14, 4
10) CC[N+](C)(CC)CC(O)COCC1COc2ccccc2O1 (centres undefined)
 : -1, -9
11) c1ccc(Nc2c(-c3ccco3)nc3ccccn23)cc1
 : -4, 6
12) COc1ccccc1NS(=O)(=O)c1ccc(Cl)c(NC(=O)C(C)N2C(=O)c3ccccc3C2=O)c1 (centres undefined)
 : -6, 1
13) S=C(N/N=C/c1ccccc1)N1CCOCC1
 : -5, 3
14) CCOc1ncccc1C(=O)N(C)CC(=O)Nc1ccccc1SC
 : -8, 0
15) Cc1cc(=O)[nH]c(N/N=C/c2ccccn2)n1
 : 28, 3
16) CCOc1cc(NC(=S)NCCCN2CCOCC2)c(OCC)cc1NC(=O)C1CC1
 : -6, -2
17) c1coc(-c2ccnc3ncnn23)c1
 : 5, 3
18) Cc1ccc(C(=O)NCCc2nnc3ccc(SCC(=O)Nc4c(C)cc(C)cc4C)nn23)cc1
 : 16, -1
19) CN1CCN(C(=O)c2cccc(COc3cc(Cl)ccc3Cl)c2)CC1
 : -73, 10
20) Cc1c(Cl)cccc1NC(=O)Cn1nnc(C(=O)NCc2cccs2)c1N
 : 12, 2

Going on with the list:
Values run as follows: LGR2 antag, FN deposit inh
21) Cc1[nH]n(-c2ccc(Br)cc2)c(=O)c1C=Nc1ccc(S(=O)(=O)Nc2nccs2)cc1
 : -47, 1
22) COc1ccc(N2CCN(C(CNS(=O)(=O)c3ccc4c(c3)OCCO4)c3ccco3)CC2)cc1 (centres undefined)
 : 4, 0
23) Cc1cccc(NC(=O)CSc2ccc(-c3ccco3)nn2)c1C
 : 7, -17
24) O=C(COC(=O)Cc1ccc(Cl)cc1Cl)Nc1ccccc1OC(F)F
 : 0, 1
25) C=CCN(CC=C)C(=S)NC(=O)c1ccc([N+](=O)[O-])cc1
 : -1, 7
26) Cc1cc(C)cc(NC(=O)CC23CC4CC(C2)CC(n2nnc(C)n2)(C4)C3)c1
 : -5, -2
27) O=C(Cc1ccccc1Cl)NNC(=O)Nc1ccccc1
 : -13, -9
28) Cc1cccc(-n2cnc3cc(C(=O)N4CCc5ccccc54)ccc32)c1
 : 10, 1
29) COc1ccc(C2c3c(ccc4ccccc34)Oc3ncn4nc(-c5ccco5)nc4c32)cc1 (centres undefined)
 : -3, -3
30) CCOC(=O)c1ccc(NC(=S)N(CCCN2CCCCC2)Cc2ccco2)cc1
 : -12, 6
31) CCOC(=O)c1[nH]ncc1CN1CCCC(C(=O)c2cc(Cl)ccc2OC)C1 (centres undefined)
 : 3, 4
32) CCOc1cc(/C=N/NC(=O)CN2CCOCC2)ccc1OCc1ccccc1
 : -2, -3
33) CCC(CC)NC(=O)c1cc([N+](=O)[O-])ccc1N1CCOCC1
 : 4, -3
34) COc1ccc(CNC(=O)CN(c2ccc(OC)cc2)S(=O)(=O)c2c(C)nn(C)c2C)cc1
 : -5, -3
35) O=C(CCNC(=O)c1ccccc1Cl)NCC12CC3CC(CC(C3)C1)C2
 : -13, 6
36) C=CCNCCOCCOc1ccc(Cl)cc1C(C)(C)C
 : 6, -6
37) COc1ccc(Nc2nc(NC(C)(C)C)nc(N3CCCC3)n2)c(OC)c1
 : 8, 6
38) COc1ccc(/C=N/NC(=O)c2ccoc2C)cc1O
 : -54, 9
39) Cc1nc2ccccc2cc1C(=O)N/N=C/c1cccc([N+](=O)[O-])c1
 : 16, 3
40) CCN(CC)C(=O)/C(NC(=O)c1ccccc1)=C(/Sc1ncccn1)c1ccccc1
 : 12, -9

(listing goes on)
Values run as follows: LGR2 antag, FN deposit inh
41) O=C(N/N=C/c1c(O)n(-c2ccc(Cl)cn2)c(=O)c2ccccc12)C1CC1
 : 18, 2
42) COc1cc2c(cc1OC)CN(C(=O)c1ccc(S(=O)(=O)N3CCCCCC3)cc1)CC2
 : 4, 6
43) Cc1c(C(=O)Nc2ccccc2)sc2nc[nH]c(=O)c12
 : -3, -5
44) COc1ccc(CNC(=S)Nc2ccc(OC)cc2)cc1
 : 4, 5
45) c1ccc(CSCc2nc3ccccc3[nH]2)cc1
 : -13, 1
46) CCOC(=O)N1CCC(N2CCCC(C(=O)c3cc(C)c(OC)c(C)c3)C2)CC1 (centres undefined)
 : -21, 0
47) O=C(Nc1nncs1)C1c2ccccc2Oc2ccccc21
 : 13, 1
48) NNc1nc2c(Cl)c(Cl)ccc2s1
 : -23, 0
49) O=C(Cc1cccs1)Nc1nnc(SCc2cccc3ccccc23)s1
 : 3, 18
50) Cc1ccc(Cl)cc1NC(=O)COC(=O)c1ccc(COc2ccc3c(C)cc(=O)oc3c2)cc1
 : -19, -5
51) Cc1ccc(NC(=O)C2CC(=O)N/C(=N/N=C/c3ccco3)S2)cc1 (centres undefined)
 : 8, 2
52) Cc1cc(C)cc(NC(=O)C(OC(=O)C2=COCCO2)c2ccccc2)c1 (centres undefined)
 : 1, 4
53) COc1cccc(/C=c2\s/c(=C/C(=O)c3ccc(C)cc3)[nH]c2=O)c1OC
 : -1, -1
54) CC(C)CC(=O)NC(=S)Nc1nc(-c2ccccc2)cs1
 : -9, 5
55) C[C@@H]1CN([C@H](C)CO)C(=O)c2cccc(NS(=O)(=O)c3ccc(Cl)cc3)c2O[C@H]1CN(C)S(=O)(=O)c1cccs1
 : 18, 3
56) O=C(Nc1cccs1)Nc1c(F)cc(F)cc1Br
 : -13, 5
57) O=C(COC(=O)C1CC(O)CN1C(=O)Oc1ccccc1)c1ccc(Br)cc1 (centres undefined)
 : 2, 6
58) Cc1ccc(S(=O)(=O)N2CCN(CC(=O)Nc3ccc4c(c3)CCC4)CC2)cc1C
 : 11, 3
59) Cc1ccc(S(=O)(=O)N2CCCOC2CNC(=O)C(=O)NCc2ccco2)cc1 (centres undefined)
 : 10, 0
60) Cc1cc(C)c2c(c1)cc(C)c1nnc(SCC(=O)N3CCCc4ccccc43)n12
 : 5, 0

Other records follow:
Values run as follows: LGR2 antag, FN deposit inh
61) Cc1ccc(Sc2ccc(NC(=O)CCl)cc2)cc1C
 : -23, -4
62) O=C(CC1S/C(=N/N=C/c2c[nH]c3ccc(OCc4ccccc4)cc23)NC1=O)Nc1ccccc1 (centres undefined)
 : -15, -11
63) CC1S/C(=N/N=C2CCC(C(C)(C)C)CC2)NC1=O (centres undefined)
 : 25, 2
64) CC(=O)Nc1cc(C(=O)N2CCc3ccccc3C2)ccc1Sc1ccc(C)cc1
 : 8, 11
65) Cc1ccc(/C=C2/C(=O)N(c3ccccc3)C(=S)N2C)o1
 : 4, -8
66) O=C(C1CCOCC1)N1C[C@@H]2N[C@H](C1)C2c1ccc(-c2ccncc2)cc1 (some centres undefined)
 : -14&-27, -5&1
67) CCOC(=O)c1cnc2c(C)c(C)ccc2c1Nc1ccc(S(=O)(=O)Nc2ncccn2)cc1
 : 4, 5
68) Cn1c(=O)n(Cc2ccco2)c(=N)c2c3c(sc21)CCC3
 : 10, -2
69) CC(CC(=O)N1CCN(c2ccccc2)CC1)c1ccccc1 (centres undefined)
 : 38, 17
70) COc1cc(/C=N/NC(=O)CN(Cc2ccco2)S(=O)(=O)c2ccccc2)ccc1O
 : -21, 9
71) COc1ccc(C(=O)NNC(=O)CCC(=O)Nc2cc(C)on2)cc1
 : -1, 8
72) COc1ccc(CNc2nc3ccccc3n2Cc2ccc(C)cc2)cc1OC
 : -3, 4
73) COc1ccc(C2C(=O)N(C3CCCCC3)CC(=O)N2CCc2ccccc2)cc1OC (centres undefined)
 : 9, 4
74) CCOC(=O)C1CCN(C(c2cc3ccc(C)cc3[nH]c2=O)c2nnnn2C2CCCCC2)CC1 (centres undefined)
 : 3, 0
75) Cc1ccccc1-n1c(C)nnc1SCc1cc(=O)oc2ccc3ccccc3c12
 : -8, -9
76) O=C(/C=C/c1cccc([N+](=O)[O-])c1)NCc1ccc2c(c1)OCO2
 : -28, 4
77) CC(=O)c1c(N2CCN(Cc3ccccc3)CC2)nc(=S)n(Cc2ccccc2)c1C
 : -11, 3
78) COc1ccccc1CN1C[C@@H]2N[C@H](C1)C2c1ccc(-c2cccc(C#N)c2)cc1 (some centres undefined)
 : 2&9, 12&11
79) Cc1ccc(C(=O)COC(=O)c2ccncc2)cc1[N+](=O)[O-]
 : -3, -5
80) Cn1c(=O)c2c(nc(SCc3nc(N)nc(N4CCCCC4)n3)n2C)n(C)c1=O
 : -16, 0

Continuation.
Values run as follows: LGR2 antag, FN deposit inh
81) CC(C)c1ccc(NC(=S)NN(c2ccccc2)c2ccccc2)cc1
 : 4, -12
82) CN1C(=S)N(c2ccccc2)C(=O)/C1=C/c1cccs1
 : -9, -8
83) O=C(CN1N=C(c2ccc(Cl)cc2)CCC1=O)NCc1cccnc1
 : 3, -3
84) COc1cc(Cl)c(C)cc1NC(C)C(=O)Nc1cc(C(F)(F)F)ccc1N1CCOCC1 (centres undefined)
 : 0, -2
85) Cc1ccc(/C=N/NC(=O)COc2ccccc2-c2ccccc2)cc1
 : 2, -31
86) O=C(CCn1c(=O)c2ccccc2n(Cc2cccc([N+](=O)[O-])c2)c1=O)N1CCc2ccccc2C1
 : -10, -2
87) Cc1ccc(Nc2nc(NCC3CCCO3)nc(N)c2[N+](=O)[O-])cc1 (centres undefined)
 : -37, 0
88) OC(COCc1ccccc1)CN1CCc2ccccc2C1 (centres undefined)
 : -17, -4
89) COc1ccc(CNC(=O)c2ccc(-c3ccccc3)cc2)cc1OC
 : -6, -11
90) Cc1ccccc1-c1ccc(C2[C@H]3CNC[C@@H]2N3Cc2cccnc2)cc1 (some centres undefined)
 : -35, -7
91) O=C(NN=C1CCCCCCCCCCC1)c1ccccc1F
 : -12, 0
92) Cc1cc(N/N=C\c2ccccc2)nc(-c2ccccc2O)n1
 : -26, -3
93) Cc1sc(NC(=O)/C=C/c2ccc3c(c2)OCO3)nc1-c1ccccc1
 : 4, -7
94) COC(=O)Cc1ccc(NC(=S)NCc2ccc(Cl)cc2)cc1
 : 2, -1
95) Cc1nc(Oc2ccccc2)c2ccccc2n1
 : 46, 4
96) O=C(CSc1nnc(-c2cccnc2)s1)Nc1ccc(C(=O)O)cc1
 : -24, 6
97) CCN(CC)c1ccc(C(=O)OCC(=O)Nc2cccc(S(=O)(=O)NC3=NCCCCC3)c2)cc1
 : 1, 3
98) CCC12CN3CCN(CC(C3)/C1=N\NC(=O)Nc1ccccc1)C2
 : 9, 12
99) CC(C)(Oc1ccc(Cl)cc1)C(=O)NCCN1C(=O)S/C(=C/c2cccnc2)C1=O
 : 22, 0
100) CCOC(=O)N1CCc2c(sc3nc(SC(C)C)n(N)c(=O)c23)C1
 : 20, -7

The list continues.
Values run as follows: LGR2 antag, FN deposit inh
101) CCNC(=S)N/N=C/c1cn(Cc2ccccc2F)c2ccccc12
 : 1, 6
102) COc1ccc([N+](=O)[O-])cc1NC(=O)C(C)OC(=O)/C=C/c1ccco1 (centres undefined)
 : -7, 6
103) CC(C)NC(=O)NC(=O)CSc1ncc(C(F)(F)F)cc1Cl
 : -14, -2
104) Cc1ccc(C)n1-c1ccc(NC(=O)c2ccccc2)cc1
 : -31, 1
105) CC(=O)Nc1ccccc1Sc1ccc2c3c(cccc13)C(=O)N(c1ccc(C)cc1)C2=O
 : 1, -3
106) COc1ccc(C2(C(=O)Nc3ccc(S(=O)(=O)Nc4nc(C)cc(C)n4)cc3)CCCC2)cc1OC
 : -15, -1
107) CC(Oc1ccccc1)C(=O)N/N=C/c1ccccn1 (centres undefined)
 : 0, 6

The list is partial (hit frequency here may not be typical).
